High-throughput results (PubChem BioAssay)
ATXN2 expr inh: reduces ATXN2 reporter expression in HEK-293 cells. HEK-293 ATXN2-luciferase reporter, luminescence, 24 h. Potency, µM (doses to about 57 µM), for inactives: at the top dose activity change, negative = inhibition, usual class: inhibitors. actives 0.72% (n = 360,000); note: potency is the fitted concentration of half-maximal effect; % is set by controls: 0 for no effect and ±100 for the full control effect; nearly all actives have a fitted effect of over 55% in size
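ATXN2-luciferase reporter cells (luciferase flanked by upstream and downstream ATXN2 gene portions) were treated 24 h at 37 °C with compounds at up to 57 uM. SteadyGlo luminescence gave expression; GF-AFC fluorescence gave viability.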
HT1080-NT tox: kills 2HG-producing HT-1080-NT fibrosarcoma cells. HT-1080-NT fibrosarcoma viability, CellTiter-Glo ATP luminescence, 48 h. Potency, µM (titrated, usually from 46.1 µM), for inactives: at the top dose activity, negative = less viability, actives largely listed as cytotoxic. actives 1.6% (n = 360,000);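 note: NT is the 2HG producing partner of a matched IDH1 knockdown line; potency is the fitted concentration of half-maximal effect; 0% = DMSO-treated cells and -100% = media-only wells without cells; nearly all actives have a fitted effect of over 55% in size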
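Toxicity toward the 2HG-producing NT line was scored as %Activity, normalised to DMSO and no-cell wells, from CellTiter-Glo luminescence after 48 hours' treatment.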
KB-V1 cytotox: kills drug-selected multidrug resistant KB-V1 cells; Potency, µM (titrated, usually from 46.1 µM), without a hit: at the highest dose activity change, negative = cytotoxicity, hits mostly cytotoxic; KB-V1 MDR cells viability, CellTiter-Glo, 72 h; actives 3.4% (n = 400,000); AID 1347076; note: potency is the fitted concentration of half-maximal effect; % is set by controls: 0 for no effect and ±100 for the full control effect; nearly all actives have a fitted effect of over 60% in size
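KB-V1 cells (P-gp-expressing MDR subline of KB-3-1) in phenol-red-free DMEM with 10% FBS were exposed to library compounds over a concentration series for 72 h at 37 degrees C. Viability read by CellTiter-Glo luminescence; concentration-effect curves fitted after normalization.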
SW480 rerep: DNA re-replication induction in SW480 cells; SW480 DNA re-replication, Hoechst DNA content imaging, 48 h; Potency, µM (doses to about 46.1 µM), without a hit: at the highest dose re-replication activation, usual class: activators; actives 1.8% (n = 340,000); AID 624297; note: potency is the fitted concentration of half-maximal effect; % of control where 0% means no effect; nearly all actives have a fitted effect of over 55% in size
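DNA re-replication was detected as more nuclei of elevated Hoechst intensity after 48 hr exposure to compound (23 nL pinned per well of 250 cells).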
HT1080 IDH1KD tx: HT-1080 IDH1 knockdown cell toxicity (counter line); HT-1080 IDH1 knockdown viability, ATP luminescence, 48 h; Potency, µM (top dose mostly 46.1 µM), without a hit: at the highest dose activity, negative = toxicity, usual class: cytotoxic; actives 2% (n = 360,000);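 note: potency is the fitted concentration of half-maximal effect; 0% = DMSO wells and -100% = cell-free medium wells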
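In this qHTS, HT-1080 cells depleted of IDH1 are exposed for 48 h at 37 °C to compound titrations. Toxicity is scored from CellTiter-Glo luminescence, with DMSO as full viability and medium alone as none.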
WRN helicase inh: WRN helicase (human) inhibition. WRN helicase unwinding, fluorescent forked duplex, kinetic. Potency, µM (highest dose often 114 µM), for inactives: at the highest dose activity change, negative = inhibition, hits mostly inhibitors. actives 0.46% (n = 360,000); note: potency is the fitted concentration of half-maximal effect; % is set by controls: 0 for no effect and ±100 for the full control effect; nearly all actives have a fitted effect of over 55% in size
Target sequence (Q14191 whole entry, looked up): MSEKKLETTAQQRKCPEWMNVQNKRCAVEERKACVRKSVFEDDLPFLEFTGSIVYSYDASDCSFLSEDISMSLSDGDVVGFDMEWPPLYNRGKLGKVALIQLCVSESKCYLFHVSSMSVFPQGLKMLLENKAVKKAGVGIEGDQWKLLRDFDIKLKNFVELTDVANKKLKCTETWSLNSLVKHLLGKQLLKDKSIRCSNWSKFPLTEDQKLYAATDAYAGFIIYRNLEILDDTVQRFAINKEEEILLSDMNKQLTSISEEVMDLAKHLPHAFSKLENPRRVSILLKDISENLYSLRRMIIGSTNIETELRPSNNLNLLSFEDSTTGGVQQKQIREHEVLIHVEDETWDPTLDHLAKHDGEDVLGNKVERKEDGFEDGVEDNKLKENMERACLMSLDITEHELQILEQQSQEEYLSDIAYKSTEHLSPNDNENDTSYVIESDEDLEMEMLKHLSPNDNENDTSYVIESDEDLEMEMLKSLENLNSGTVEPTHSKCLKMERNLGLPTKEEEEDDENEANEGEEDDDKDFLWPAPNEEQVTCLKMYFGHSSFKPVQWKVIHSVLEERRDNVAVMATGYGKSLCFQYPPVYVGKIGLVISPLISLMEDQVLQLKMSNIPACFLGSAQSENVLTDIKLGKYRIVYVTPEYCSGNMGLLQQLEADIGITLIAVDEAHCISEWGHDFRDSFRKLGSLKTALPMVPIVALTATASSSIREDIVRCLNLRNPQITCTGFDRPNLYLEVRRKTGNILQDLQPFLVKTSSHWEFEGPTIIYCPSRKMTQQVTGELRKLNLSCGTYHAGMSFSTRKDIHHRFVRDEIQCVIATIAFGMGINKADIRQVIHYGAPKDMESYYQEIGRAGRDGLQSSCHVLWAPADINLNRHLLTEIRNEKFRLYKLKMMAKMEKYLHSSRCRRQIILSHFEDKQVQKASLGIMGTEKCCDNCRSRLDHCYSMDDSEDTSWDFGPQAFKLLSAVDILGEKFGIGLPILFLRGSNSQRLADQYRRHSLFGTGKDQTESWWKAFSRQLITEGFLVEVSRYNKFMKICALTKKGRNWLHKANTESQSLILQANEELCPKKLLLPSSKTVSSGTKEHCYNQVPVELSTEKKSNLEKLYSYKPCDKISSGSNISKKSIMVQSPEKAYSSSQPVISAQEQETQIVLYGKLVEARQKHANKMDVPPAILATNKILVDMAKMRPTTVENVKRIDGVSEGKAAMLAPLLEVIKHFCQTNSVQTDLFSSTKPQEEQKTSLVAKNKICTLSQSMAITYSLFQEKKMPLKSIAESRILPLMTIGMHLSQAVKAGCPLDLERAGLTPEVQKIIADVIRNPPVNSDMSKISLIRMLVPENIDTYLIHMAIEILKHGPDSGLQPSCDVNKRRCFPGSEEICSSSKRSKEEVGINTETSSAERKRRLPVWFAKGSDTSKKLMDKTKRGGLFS
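WRN at 20 nM final preincubated with compound 15 min at room temperature; reaction started with 100 nM fluorophore/quencher forked duplex oligonucleotide and 2 mM ATP final. Unwinding followed kinetically by red fluorescence (ex 525, em 598 nm).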
KB-3-1 tox: kills parental KB-3-1 adenocarcinoma cells; Potency, µM (doses to about 46.1 µM), for the others: at the highest dose activity change, negative = cytotoxic, actives largely listed as cytotoxic; actives 1.4% (n = 400,000); AID 1347075; KB-3-1 viability, CellTiter-Glo ATP luminescence, 72 h; note: potency is the fitted concentration of half-maximal effect; % is set by controls: 0 for no effect and ±100 for the full control effect; nearly all actives have a fitted effect of over 60% in size
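Parental KB-3-1 adenocarcinoma cells in phenol-red-free DMEM with 10% FBS were pin-treated with compounds at several concentrations, incubated 72 h at 37 °C, and viability read by CellTiter-Glo luminescence; concentration-effect curves were fitted after normalization.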
IL-1B inflam inh: blocks inflammasome-driven IL-1 beta release; AID 743279; THP-1 LPS/ATP IL-1B secretion, AlphaLISA, 16 h; hits give low values; activity change, % at 57.5 µM; actives 4.7% (n = 360,000); in the data active = activity change below about -50%; inconclusive = mostly about -30% to -49%; note: % is set by controls: 0 for no effect and ±100 for the full control effect
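THP-1 cells pretreated 1 hr with compounds (up to 57.5 uM final), then stimulated with LPS (250 ng/mL final) plus ATP (1.25 mM final); secreted IL-1B measured by AlphaLISA after 16 hr, decreased signal indicating inhibition.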
MCF10A rerep: DNA re-replication induction in MCF 10a cells; AID 624296; Potency, µM (series often up to 46.1 µM), for the others: at the top dose activity, positive = re-replication, most hits filed as activators; actives 2.9% (n = 350,000); MCF 10A DNA re-replication, Hoechst nuclear intensity, 48 h; note: potency is the fitted concentration of half-maximal effect; % of control where 0% means no effect; nearly all actives have a fitted effect of over 50% in size
* = called active by the depositor; [ ] = dose if it differs, or a comment. Unless noted, calls come from the whole dose curve; as a rule, active = well fitted curve in the direction sought with a large enough effect; inconclusive = small, poorly fitted or top-dose-only effect, or another doubt; inactive = no such curve, though single readings can be large; an effect the other way counts as inactive or inconclusive.

What do the screens show for `NC(=O)CNCCC(c1ccccc1)c1ccccc1`?
ATXN2 expr inh: 5%; HT1080-NT tox: -4%; KB-V1 cytotox: -9%; SW480 rerep: 1%; HT1080 IDH1KD tx: 8%; WRN helicase inh: 7%; KB-3-1 tox: 0%; IL-1B inflam inh: -24; MCF10A rerep: 0%

How did CCOC(=O)C1(Cc2ccc(OC)cc2)CCN(C(=O)C2CCCO2)CC1 (configuration not stated) do in these assays?
HT1080-NT tox: inconclusive; KB-V1 cytotox: -26%; SW480 rerep: -4%; HT1080 IDH1KD tx: 16%; WRN helicase inh: 0%; KB-3-1 tox: 1%; IL-1B inflam inh: 8; MCF10A rerep: 1%

What do the screens show for `Cc1cc([N+](=O)[O-])c(NCCCCCCO)c([N+](=O)[O-])c1`?
ATXN2 expr inh: 7%; HT1080-NT tox: inconclusive; KB-V1 cytotox: inconclusive; SW480 rerep: -2%; HT1080 IDH1KD tx: -10%; WRN helicase inh: -15%; KB-3-1 tox: 6%; IL-1B inflam inh: -10; MCF10A rerep: inconclusive

Results for Cc1ccc(NC(=O)COC(=O)CCn2c(C)csc2=O)c([N+](=O)[O-])c1 ?
ATXN2 expr inh: 8%; HT1080-NT tox: 11%; KB-V1 cytotox: 15%; SW480 rerep: inconclusive; HT1080 IDH1KD tx: 17%; WRN helicase inh: 9%; KB-3-1 tox: 13%; IL-1B inflam inh: -11; MCF10A rerep: 3%

How did CCOC(=O)COc1cc(N)c(Cl)cc1Cl do in these assays?
ATXN2 expr inh: -12%; HT1080-NT tox: -6%; KB-V1 cytotox: -6%; SW480 rerep: -2%; HT1080 IDH1KD tx: -4%; WRN helicase inh: -11%; KB-3-1 tox: -19%; IL-1B inflam inh: -53*; MCF10A rerep: 6.5µM*

How did COc1ccccc1-c1oc2ccccc2c1C#CCCCCO do in these assays?
ATXN2 expr inh: 6%; HT1080-NT tox: -18%; KB-V1 cytotox: -22%; SW480 rerep: -1%; HT1080 IDH1KD tx: -9%; WRN helicase inh: 10%; KB-3-1 tox: -16%; IL-1B inflam inh: -8; MCF10A rerep: inconclusive

Results for N#CC1=C(N)NC(SCc2ccc(Cl)cc2)=C(C#N)C12CCCCC2 ?
ATXN2 expr inh: -6%; HT1080-NT tox: inconclusive; KB-V1 cytotox: -17%; SW480 rerep: 7%; HT1080 IDH1KD tx: 21µM*; WRN helicase inh: -6%[11.6 µM]; KB-3-1 tox: inconclusive; IL-1B inflam inh: -5; MCF10A rerep: inconclusive

What do the screens show for `CC(=O)N(c1ccc(Cl)cc1)c1c[nH]c2ccccc12`?
ATXN2 expr inh: inconclusive; HT1080-NT tox: -23%; KB-V1 cytotox: -7%; SW480 rerep: 10%; HT1080 IDH1KD tx: inconclusive; WRN helicase inh: -17%; KB-3-1 tox: 1%; IL-1B inflam inh: 0; MCF10A rerep: inconclusive

Results for CSc1oc(-c2cccs2)nc1S(=O)(=O)c1ccccc1 ?
ATXN2 expr inh: 7%; HT1080-NT tox: -10%; KB-V1 cytotox: -16%; SW480 rerep: 0%; HT1080 IDH1KD tx: -9%; WRN helicase inh: -5%; KB-3-1 tox: -3%; IL-1B inflam inh: 15; MCF10A rerep: -1%

How did COC(=O)c1ccc(Oc2nc3ccccc3n3c(C)nnc23)cc1 do in these assays?
ATXN2 expr inh: 4%; HT1080-NT tox: 20%; KB-V1 cytotox: 30%; SW480 rerep: -3%; HT1080 IDH1KD tx: 20%; WRN helicase inh: -14%; KB-3-1 tox: inconclusive; IL-1B inflam inh: -10; MCF10A rerep: -3%

How did C#CCN(C[C@@H]1[C@@H](OC(=O)NCc2ccccc2F)[C@@H](OC(=O)NCc2ccccc2F)CN(C(=O)OC(C)C)N1C(=O)OC(C)C)S(=O)(=O)c1ccc(C)cc1 do in these assays?
ATXN2 expr inh: -3%; HT1080-NT tox: 0%; KB-V1 cytotox: 21%; HT1080 IDH1KD tx: 4%; WRN helicase inh: -3%; KB-3-1 tox: -4%; IL-1B inflam inh: -20

What do the screens show for `Fc1cccc(Cc2c(-c3ccccc3)nc3ccc(Cl)cn23)c1`?
ATXN2 expr inh: -17%; HT1080-NT tox: inconclusive; KB-V1 cytotox: inconclusive; HT1080 IDH1KD tx: -22%; WRN helicase inh: -13%; KB-3-1 tox: -19%; IL-1B inflam inh: 16

What do the screens show for `CCOc1ccc(NS(=O)(=O)c2ccc(NS(=O)(=O)c3ccc(SC)cc3)cc2)cc1`?
ATXN2 expr inh: -6%; HT1080-NT tox: -30%; KB-V1 cytotox: 23µM*; SW480 rerep: 0%; HT1080 IDH1KD tx: -26%; WRN helicase inh: 2%; KB-3-1 tox: 6%; IL-1B inflam inh: 0; MCF10A rerep: inconclusive

What do the screens show for `CC(C)CNC(=O)C(=O)NNC(=O)c1ccco1`?
ATXN2 expr inh: -33%; HT1080-NT tox: 5%; KB-V1 cytotox: 5%; SW480 rerep: -6%; HT1080 IDH1KD tx: 32%; WRN helicase inh: 7%[57.1 µM]; KB-3-1 tox: 2%; IL-1B inflam inh: -8; MCF10A rerep: -7%

Results for Cc1ccccc1NC(=O)Cn1cc(C(=O)C2CC2)c2ccccc21 ?
ATXN2 expr inh: 2%; HT1080-NT tox: -11%; KB-V1 cytotox: inconclusive; SW480 rerep: -6%; HT1080 IDH1KD tx: -9%; WRN helicase inh: -8%; KB-3-1 tox: -9%; IL-1B inflam inh: 17; MCF10A rerep: -2%

What do the screens show for `CCOc1nc(Nc2cc(Cl)ccc2OC)nc(OCC)n1`?
ATXN2 expr inh: 8%; HT1080-NT tox: 2%; KB-V1 cytotox: 9%; SW480 rerep: -5%; HT1080 IDH1KD tx: 13%; WRN helicase inh: -3%; KB-3-1 tox: -2%; IL-1B inflam inh: 9; MCF10A rerep: 16%

How did COc1ccc(S(=O)(=O)CCC(=O)Nc2cc(C)ccc2OC)cc1 do in these assays?
HT1080-NT tox: 9%; KB-V1 cytotox: 17%; SW480 rerep: 15%; HT1080 IDH1KD tx: 5%; WRN helicase inh: 2%; KB-3-1 tox: 5%; IL-1B inflam inh: 8; MCF10A rerep: 7%

What do the screens show for `Cn1nc([N+](=O)[O-])nc1Oc1ccccc1`?
ATXN2 expr inh: -1%; HT1080-NT tox: 15%; KB-V1 cytotox: inconclusive; SW480 rerep: -3%; HT1080 IDH1KD tx: 8%; WRN helicase inh: -6%; KB-3-1 tox: 7%; IL-1B inflam inh: 0; MCF10A rerep: -16%

Results for COc1ccc(C)cc1NC(=O)c1ccc(CN2CCc3ccccc3C2)cc1 ?
ATXN2 expr inh: -19%; HT1080-NT tox: 3%; KB-V1 cytotox: -1%; SW480 rerep: 4%; HT1080 IDH1KD tx: -1%; WRN helicase inh: 3%; KB-3-1 tox: 5%; IL-1B inflam inh: -18; MCF10A rerep: inconclusive

What do the screens show for `COc1ccc(NC(=O)c2c3c(nc4ccccc24)CCN(Cc2ccccc2)C3)c(OC)c1`?
HT1080-NT tox: -20%; KB-V1 cytotox: -11%; SW480 rerep: -8%; HT1080 IDH1KD tx: 2%; WRN helicase inh: 1%; KB-3-1 tox: -4%; IL-1B inflam inh: -14; MCF10A rerep: 9%

Results for O=C(/C=C/c1ccc([N+](=O)[O-])cc1)OCC(=O)N1CCOCC1 ?
ATXN2 expr inh: -2%; HT1080-NT tox: -2%; SW480 rerep: 1%; HT1080 IDH1KD tx: -4%; WRN helicase inh: -17%; IL-1B inflam inh: -1; MCF10A rerep: 18µM*

How did CN1CC(c2ccccc2)C2(COc3ccccc3C2=O)C12C(=O)Nc1ccccc12 (configuration not stated) do in these assays?
ATXN2 expr inh: -3%; HT1080-NT tox: 3%; KB-V1 cytotox: 21µM*; SW480 rerep: 8%; HT1080 IDH1KD tx: 11%; WRN helicase inh: -17%; KB-3-1 tox: inconclusive; IL-1B inflam inh: 0; MCF10A rerep: inconclusive

Results for CS(=O)(=O)c1cccc(NC(=O)C2CC2)c1 ?
ATXN2 expr inh: -5%; HT1080-NT tox: 11%; KB-V1 cytotox: 5%; SW480 rerep: -5%; HT1080 IDH1KD tx: 23%; WRN helicase inh: -8%; KB-3-1 tox: 12%; IL-1B inflam inh: 13; MCF10A rerep: -6%

What do the screens show for `O=C(CSc1ccc(Cl)cc1)Nc1ccccc1`?
HT1080-NT tox: -5%; KB-V1 cytotox: 0%; HT1080 IDH1KD tx: -3%; WRN helicase inh: -13%; KB-3-1 tox: 3%; IL-1B inflam inh: -9

How did OC[C@@H]1CCCN1Cc1cn(-c2ccccc2)nc1-c1ccc2c(c1)OCO2 do in these assays?
HT1080-NT tox: 0%; KB-V1 cytotox: inconclusive; SW480 rerep: 1%; HT1080 IDH1KD tx: -4%; WRN helicase inh: 5%; KB-3-1 tox: -7%; IL-1B inflam inh: inconclusive; MCF10A rerep: 1%

Results for Cc1cccn2c(=O)nc(SCC(=O)NCCc3ccccc3)nc12 ?
ATXN2 expr inh: -16%; HT1080-NT tox: -4%; KB-V1 cytotox: 0%; SW480 rerep: -6%; HT1080 IDH1KD tx: -2%; WRN helicase inh: 8%; KB-3-1 tox: 5%; IL-1B inflam inh: 8; MCF10A rerep: -2%

Results for Cc1cccc(C(=O)Nc2ccccc2C(=O)OCc2c(C)noc2C)c1 ?
ATXN2 expr inh: -11%; HT1080-NT tox: 9%; KB-V1 cytotox: 3.3µM*; SW480 rerep: 11%; HT1080 IDH1KD tx: -1%; WRN helicase inh: -2%; KB-3-1 tox: 6%; IL-1B inflam inh: -57*; MCF10A rerep: 12%
